Pf Dd2 growth: Plasmodium falciparum Dd2 growth inhibition. Potency, µM (top dose mostly 28.9 µM), for the others: at the top dose activity, negative = inhibition, usual class: inhibitors. P. falciparum Dd2 growth, SYBR Green, 72 h. AID 1347417. 120,000 compounds, 4.3% hits; active means well fitted inhibition curve with a large enough effect; inconclusive means small, poorly fitted or top-dose-only effect; inactive means no such curve, though single readings can be large or run the other way;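 further: plate controls were DMSO vehicle for no effect and reference drug for full effect; nearly all actives have a fitted effect of over 65% in size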
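Infected erythrocytes (Dd2, 0.3% parasitemia, 2.5% hematocrit final) are added to compound in RPMI-1640/Albumax II medium, grown 72 h at 37C in low oxygen, then lysed with saponin/Triton-X containing SYBR Green and read by fluorescence.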
* = called active by the depositor; i = inactive; ? = inconclusive; [ ] = dose if it differs, or a comment. Potency means the concentration at half of the fitted maximal effect.

molecule | Pf Dd2 growth
O=C(c1cccs1)N1CC(c2noc(C3CCCN3CC3CC3)n2)C1 (stereo not drawn) | 3.98µM*
COCCNC(=O)C(C)N1C(=O)COc2ccc(C(=O)COc3ccc(C)c(C)c3)cc21 (stereo not drawn) | -16.6%
O=C(c1ccccn1)N1CCC(N2CCOCC2=O)CC1 | -16.2%
CC(C)CCNC(=O)CCC(=O)NNc1nc2ccccc2c2nc(-c3ccccc3)nn12 | 29.7%
CCC(CC)C(=O)N1CC[C@H]2NC(=O)N(c3ccc(C)cc3)C(=O)[C@H]21 | 15.0%[44.1 µM]
COc1cc(Cl)c(C)cc1NC(=O)Cn1ncc2c3ccccc3n(Cc3ccccc3)c2c1=O | 17.8%
Cc1ncoc1C(=O)N1CC[C@H](CO)[C@H](N(C)C)C1 | ?
CN(C)c1ccc(-c2nc(C3CC(=O)N(c4ccc(Cl)cc4)C3)no2)cc1 (stereo not drawn) | 57.0%[activator]
COc1ccc(-c2nc(C3CC3)nc3c2CCN(C(=O)c2ccccc2F)CC3)cc1 | ?
COc1ccc(CN2C[C@H](O)C[C@H]2c2nc(Cc3ccc(F)cc3Cl)no2)c2ccccc12 | i
COc1ccc2c(c1)OCC(CNC(=O)c1scc3c1OCCO3)C2 (stereo not drawn) | -19.5%
O=C(NCCn1ccn2nc(-c3ccc(F)cc3)cc2c1=O)c1cccc(Cl)c1 | -18.2%
Cc1nc(N2CCC(C(=O)NC3CCc4ccccc43)CC2)cc(C(F)(F)F)n1 (stereo not drawn) | -15.2%
Cc1cc2ncc(C(=O)NCc3cccc(Cl)c3)cn2n1 | 4.8%[44.1 µM]
CCCN(CCC)c1nn2c(=O)c(C(=O)NCc3cc(Br)ccc3OC)cnc2s1 | i
COCc1noc(CNc2cc(-c3ccccc3F)nc3ccnn23)n1 | i
Cc1cc(C)n(CC(=O)N2CCCCC2C(=O)Nc2ccc(-n3nc(C)cc3C)cc2)n1 (stereo not drawn) | ?
O=C(N[C@@H](CO)c1ccccc1)c1cc(COc2cccc(F)c2)[nH]n1 | -10.4%
COC(=O)c1cn([C@H]2CO[C@H]3[C@@H]2OC[C@@H]3NC(=O)Nc2ccc(OC)cc2)nn1 | 14.2%[44.1 µM]
Cn1ncc2c(NCc3noc(-c4cccs4)n3)nc(C(C)(C)C)nc21 | i

molecule | Pf Dd2 growth
COc1ccc(-c2ccc3ncc(Nc4ccccc4C)n3n2)cn1 | 5.62µM*
CN(C)CC(=O)N1Cc2ccccc2CC2(CCN(Cc3ccccc3)C2)C1 (stereo not drawn) | ?
CSc1ccc(CCNC(=O)c2c(C)nn(-c3ccc(F)cc3)c2-n2cccc2)cc1 | i
CC(=O)N1CCC(C(=O)NCc2cccnc2N(C)Cc2ccccc2)CC1 | -9.3%
CCc1cn(C[C@@H](C(=O)O)N(C)C)c(=O)[nH]c1=O | 23.3%[44.1 µM]
Cc1nc(-c2ccc(S(=O)(=O)Nc3ccc(C)c(N(C)C)c3)cc2)co1 | 12.0%
CN1CCCN(C[C@@H]2CN(C(=O)c3ccnc4ccccc34)C[C@@H]2CO)CC1 | -7.0%
Cc1c(-c2nnc(SCC(=O)Nc3ccccc3F)o2)nnn1-c1ccc(F)cc1 | ?
CC(=O)N1CCCN(C(=O)[C@@H]2Cc3cn(C)c4cccc(c34)[C@H](CC(C)C)N2)CC1 | -5.5%[44.1 µM]
CCc1nnc(NC(=O)c2nc(SCc3ccccc3C)ncc2Cl)s1 | -15.5%
Cc1cccc(C(=O)NC(C(=O)N2CCCC2)C2CCN(C(=O)c3cccs3)CC2)c1 (stereo not drawn) | i
C=CCN1CCC2(CCC1=O)CN(c1ccc(C#N)cn1)CCN2C (stereo not drawn) | -1.5%
COCCN1CCCC2(CCN(c3nc(C)nc4sccc34)C2)C1=O (stereo not drawn) | ?
CCOC(=O)c1ccc(NC(=O)c2cc3cc(C)ccc3n2C)cc1 | -5.5%
CN(C)S(=O)(=O)N1CC(c2nnc(-c3ccncc3)o2)C2(CCOCC2)C1 (stereo not drawn) | 1.0%
CCCNC(=O)CC(c1ccc(F)cc1)c1c[nH]c2ccccc12 (stereo not drawn) | -17.7%
Cc1nn(-c2ccc(F)cc2)c(Oc2ccccc2F)c1CCC(=O)NC(C)C | -17.3%
Cc1ccc(CSc2nc3ccncc3n2Cc2nc(-c3ccccc3C)oc2C)cc1 | 11.5%
COCCn1cc2c3c(cccc31)CN(C(=O)c1ccc(C)c(C)c1)CC2 | ?
CN(C)C(=O)C1CN(C(=O)Nc2cc(F)c(F)c(F)c2)CC12CCOCC2 (stereo not drawn) | 6.3%

The closing 3 entries of the section before open the next one.
molecule | Pf Dd2 growth
Cc1ccc(CSc2nc3ccncc3n2Cc2nc(-c3ccccc3C)oc2C)cc1 | 11.5%
COCCn1cc2c3c(cccc31)CN(C(=O)c1ccc(C)c(C)c1)CC2 | ?
CN(C)C(=O)C1CN(C(=O)Nc2cc(F)c(F)c(F)c2)CC12CCOCC2 (stereo not drawn) | 6.3%
O=C(CN1CCC(c2ccccc2)CC1)N[C@H](c1ccccn1)C1CC(O)C1 (stereo partly drawn) | 2.9%
CCc1ccc(CNC(=O)CCC(=O)N2Cc3cccc(OC)c3Oc3ncccc32)cc1 | ?
CN1CCc2c([nH]c3ccccc23)C12CCN(C(=O)c1ccsc1)CC2 | ?
CN1CCCCCC(O)c2cc(C(=O)NCc3nc4ccccc4n3C)ccc21 (stereo not drawn) | i
COc1cccc(CC(=O)N2CC[C@@H](NC(=O)c3cnccn3)[C@H](O)C2)c1 | -4.5%
CCOC(=O)c1sc(NC(=O)c2cc3nc(-c4ccc(Br)cc4)cc(C(F)(F)F)n3n2)c(C(=O)OCC)c1C | 39.4%[activator]
COc1cc(OC)c(NC(=O)CN2C(=O)NC3(CCOCC3)C2=O)cc1Cl | ?
Cn1c(Nc2ccc(Cl)cc2)cc(=O)n(C)c1=O | 20.0%
CCC(C)NC(=O)CN1C(=O)NC2(CCC(C(C)(C)C)CC2)C1=O (stereo not drawn) | i
O=C(CSc1nc(-c2ccccc2)no1)N1CCN(c2ccc(F)cc2)CC1 | ?
NC(=O)c1ccc(CC2CCN(C(=O)C3CCOC3)CC2)cc1 (stereo not drawn) | 11.9%
COc1cc(NC(=O)c2c(-c3ccc(C)cc3)nnc3ccccc23)cc(OC)c1OC | 35.7%[activator]
Cc1cc(-c2cccc(OC(C)C)c2)cnc1-n1cnnc1 | -2.4%
CCc1ccc(NC(=O)C2CCCN2S(=O)(=O)c2ccc3nc(-c4ccccc4)[nH]c3c2)cc1 (stereo not drawn) | i
N#Cc1cccc(-c2ccc(=O)n3c2[C@@H]2C[C@@H](CN(C(=O)Nc4ccccc4)C2)C3)c1 | -17.6%[44.1 µM]
Cc1cccc(CSc2nc3c(c(=O)[nH]2)CCC3)c1 | 19.2%
CNC(=O)C1(N2CCC[C@H]2C(=O)NCCN2CCOCC2)CCCCC1 | 9.9%
CC1=C[C@@H](CNC(C)C)[C@H](C(C)C)C[C@H]1Cc1nnc(-c2ccc(C)cc2)o1 | ?
COc1ccc(N2CCN(C(=O)CSCc3nc(-c4ccccc4Cl)oc3C)CC2)cc1 | -7.9%
Cc1ccc2c(c1)N(CC(=O)NCCCN1CCCCC1)C(=O)c1cccnc1O2 | 51.2%[activator]

molecule | Pf Dd2 growth
Cc1cccc(NC(=O)c2cn(-c3ccccc3)nc2-c2ccccc2)c1C | -4.6%
COc1ccc(-c2noc(-c3ccc(N4CCN(c5ccc(OC)cc5)CC4)c([N+](=O)[O-])c3)n2)cc1 | 33.2%[activator]
CN(Cc1cccnc1)c1nc2c(c(=O)[nH]1)CCN(Cc1ccccc1C#N)CC2 | -12.0%[5.79 µM]
OC[C@@H]1CN(CC2CCCCC2)C[C@H]1c1nc(C2CC2)no1 | ?
CCOC(=O)c1cccc(NC(=O)NCc2ccc3c(c2)CCN3C(=O)c2ccccc2)c1 | i
Cc1cnc(C(=O)N2CCC(N3C(=O)C(OCC4CC4)C34CCOCC4)CC2)cn1 (stereo not drawn) | -14.4%
COc1cccc(N2CC(C(=O)N3CCC(C(=O)NCCc4ccc(Cl)cc4)C3)NC2=O)c1 (stereo not drawn) | ?
COc1ccc(Nc2c(-c3ccc(Cl)cc3)nc3cnccn23)cc1OC | ?
CCOc1ccc(-c2nnc(SCC(=O)NCc3ccccc3)o2)cc1 | 16.2%
Cc1ccc(-c2cn[nH]c2C2CCCN(Cc3cn(CCO)nc3C)C2)cc1 (stereo not drawn) | i
COCCOc1ccc2c(n1)CCN(C(=O)C1CC1)C2 | 2.9%
CC1CCCCN1CCCNC(=O)CN1C(=O)c2cccnc2Oc2ccc(Cl)cc21 (stereo not drawn) | 16.4%
COc1ccc(-c2noc([C@@H]3C[C@H](NCc4ccccn4)CN3C)n2)cc1 | 10µM*
CC(C)CCn1c(=O)c2sccc2n2c(CCCC(=O)NC(C)c3ccccc3)nnc12 (stereo not drawn) | 14.8%
Cc1ccc2nc(CO[C@H]3CN(C4CCC4)C[C@H]3F)[nH]c2c1 | ?
COc1ccc(Cl)cc1S(=O)(=O)N1CCCC(CO)(Cc2cccc(Cl)c2)C1 (stereo not drawn) | ?
CCOC(=O)c1oc2c(c1C)-c1nn(Cc3cccc(Cl)c3)cc1CC2 | ?
O=C(Nc1ccccc1)N1C[C@@H](F)[C@@H](OCc2nc3ccccc3o2)C1 | i
Cc1cccc(CN2CCCC3(Cc4ccccc4CNC3=O)C2)c1 (stereo not drawn) | ?
CCOC(=O)Cn1c(=O)n(CC2CCCO2)c2nc(-c3ccc(C(C)C)cc3)nc(C(N)=O)c21 (stereo not drawn) | i

molecule | Pf Dd2 growth
O=C(c1ccc(F)cc1F)N1CCN(c2cc(-c3ccccc3)[nH]n2)CC1 | i
O=C1COc2ccc(Nc3ccccc3)nc2CN1CCOc1ccccc1 | -8.9%[44.1 µM]
C[C@@]12CO[C@@H](Cc3ccccc3)O[C@@H]1CC[C@]1(C)C2CC[C@@H](O)[C@H]1CC(=O)NCc1ccccc1 (stereo partly drawn) | ?
Cc1ccc(-c2nc3ccccc3[nH]2)cc1NC(=O)COc1ccccc1[N+](=O)[O-] | ?
CN1C(=O)CO[C@H](c2ccc(NC(=O)C3CCCC3)cc2)[C@H]1CO | ?
COc1cccc(NC(=O)N[C@H]2CCN(C(=O)c3cnccn3)[C@@H]2C(=O)N[C@@H](CCCNC(=O)c2cnccn2)C(N)=O)c1 | 7.3%
COC(=O)c1ccc(NC(=O)Cn2c(-c3cnccn3)nc(C)c(C)c2=O)cc1 | ?
CC(C)Cc1nn2c(=O)cc(COC(=O)c3ccc(NC(=O)C4CCCCC4)cc3)nc2s1 | i
CCOc1ccc(-c2c(C)nn3c(C)c(C(=O)NCCc4ccc(Cl)cc4)cnc23)cc1OCC | 24.0%
COc1cccc(CNC(=O)[C@@H]2C[C@@H](O)CN2C2CCN(C(=O)c3cccnc3C)CC2)c1 | -6.5%
CC(NC(=O)c1ccc(-c2nnc3ccc(NC(=O)C4CCC4)cn23)cc1)c1cccs1 (stereo not drawn) | ?
CN(C)c1ccc(CNc2nc(-c3ccco3)nn2C(=O)c2cccc([N+](=O)[O-])c2)cc1 | -3.5%
COc1ccccc1-c1nc(C(=O)NCc2cccs2)n2ccccc12 | i
COc1ccc(C2CC(C(=O)NCc3ccccc3)CN(C(=O)C3CC3)C2)cc1OC (stereo not drawn) | ?
COc1ccccc1N1CCN(S(=O)(=O)c2ccc(F)c(C(=O)Nc3ccc(Cl)cc3C(F)(F)F)c2)CC1 | ?
Cc1ccc(CN(C)Cc2cnc(S(=O)(=O)C(C)C)n2CCc2ccccc2)o1 | -27.3%
COCc1nc(-c2ccc(OC3CN(C(=O)Cc4ccccc4)C3)cc2)no1 | i
CC(=O)N(C)C1CCCc2ccccc21 (stereo not drawn) | ?
O=C(O)[C@@H]1CN(C(=O)CCc2ccc(=O)[nH]n2)C[C@H]1C1CC1 | 4.7%
CC(C)NC(=O)C[C@@H]1C[C@H]2O[C@H](CNC3CCCC3)[C@@H](O)[C@H]2O1 | -7.7%[44.1 µM]

By substructure, those above containing a COOH group.
molecule | Pf Dd2 growth
CCc1cn(C[C@@H](C(=O)O)N(C)C)c(=O)[nH]c1=O | 23.3%[44.1 µM]
O=C(O)[C@@H]1CN(C(=O)CCc2ccc(=O)[nH]n2)C[C@H]1C1CC1 | 4.7%

Next results:
molecule | Pf Dd2 growth
COCCn1c(C)nnc1-c1cc(-c2ccc(OC)c(OC)c2)ccn1 | -12.2%[44.1 µM]
CCOc1ccccc1C(=O)NCc1nnc2cc(-c3nc(C)no3)ccn12 | i
O=C(CSc1c2c(nc3cc(Cl)ccc13)CCCC2)NCc1ccccc1Cl | ?
COc1ccc(CNC(=O)CCn2c(=O)c3cccn3c3ccc(F)cc32)cc1OC | i
Cc1cc(C[C@@H]2COC[C@@H]2NC(=O)CCc2n[nH]c(C)n2)on1 | -8.2%
CCCn1c(NCc2ccccc2F)nc2ccccc21 | -26.6%
CN(Cc1ccccc1)C(=O)CSc1nc2ccccc2n1Cc1ccccc1F | -24.2%
O=C(Cc1cccc(F)c1)N1CCC[C@H]1c1nc(-c2ccccc2Cl)no1 | -17.6%
COc1cc(C(=O)N[C@H]2[C@@H]3CCO[C@@H]3[C@@H]2C2CCCC2)ccn1 | -10.8%
Cc1ccc(-n2nc(-c3ccccc3)c3cnc4cc5c(cc4c32)OCO5)cc1C | 25.4%
C[C@@H]1C(=O)O[C@H]2[C@H]1CC[C@@]1(C)Cc3sc(NC(=O)c4ccc(N(C)C)cc4)nc3[C@@H](C)[C@H]21 | -4.9%

Screens (PubChem BioAssay)

An excerpt, so the mix of outcomes need not match the whole.
